CCT modulator: modulators of cytosolic chaperonin (CCT/TRiC) activity | purified chaperonin ATPase assay, HTRF ADP detection, 30 min | activity change, % (concentration not given with the values), hits read low | 0.3% of 360,000 active; in the data active = activity change below about -30%; also: % is scaled to controls: 0 for no effect and ±100 for the full control effect
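Nucleotide hydrolysis assay: TRiC at 20–40 nM final (set by batch activity) with 10 uM ATP, 30 min at 37 °C, in presence of 76 uM compound. Detection by competitive ADP HTRF, 30 min ambient.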
D3 antag: blocks the human D3 dopamine receptor; 2.5% of 360,000 active; max response, negative = inhibition, %; D3R cells, DiscoveRx beta-arrestin luminescence, antagonist mode; active compounds read low; P35462; in the data active = max response below about -50%; inconclusive = no clear call, values can overlap the other calls; also: % is scaled to controls: 0 for no effect and ±100 for the full control effect; mostly tested at two doses, the higher about 12 µM
Target sequence (P35462 whole entry, looked up): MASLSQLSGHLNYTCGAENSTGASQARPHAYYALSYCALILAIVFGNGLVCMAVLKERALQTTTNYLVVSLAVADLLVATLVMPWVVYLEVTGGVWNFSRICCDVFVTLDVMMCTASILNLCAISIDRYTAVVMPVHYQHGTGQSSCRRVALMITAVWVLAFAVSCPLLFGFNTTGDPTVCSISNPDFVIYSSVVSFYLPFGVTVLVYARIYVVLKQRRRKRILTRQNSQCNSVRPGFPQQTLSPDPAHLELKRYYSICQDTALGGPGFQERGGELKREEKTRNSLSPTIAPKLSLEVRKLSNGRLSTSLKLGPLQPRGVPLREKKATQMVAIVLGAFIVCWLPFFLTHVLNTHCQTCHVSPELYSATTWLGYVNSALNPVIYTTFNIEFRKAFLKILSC
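Cells expressing the human receptor were seeded at 1500 cells/well, incubated overnight at 37 degrees C in 5% CO2, then exposed to library compounds with dopamine controls for 90 minutes at 37 degrees C before luminescent detection.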
pAkt inh: Akt phosphorylation inhibition; Neuro2A IGF-stimulated pAkt S473 HTRF, 20 min; active compounds read low; 0.32% of 360,000 active; activity change, % for hits at 50 µM; in the data active = activity change below about -80%; inconclusive = mostly about -51% to -80%; also: % is scaled to controls: 0 for no effect and ±100 for the full control effect
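Neuro2A cells (4,500/well, DMEM with 0.5% FBS) were treated with compound at a single 50 µM final concentration, stimulated with 6 nM IGF for 20 min at 37 °C, and lysed. Phospho-Akt Ser473 was read by HTRF as 665/615 ratio ×10^4.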
D3 ag: agonists of human D3 dopamine receptor. max activation, %. AID 652048. D3R DiscoveRx beta-arrestin cells, luminescence, 90 min. 0.58% of 410,000 active; in the data active = max activation above about 30%; also: 0% is about no effect; mostly tested at two doses, the higher about 12 µM
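Agonist mode: compounds and dopamine controls were applied to plated cells for 90 min at 37 degrees C after an overnight attachment at 1500 cells/well. Luminescent read-out followed 30 - 60 minutes at room temperature with DiscoveRx detection reagent.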
PTHR1 ag: agonists of human PTHR1 parathyroid hormone receptor; HEK293 GP2 PTHR1 cells, GloSensor cAMP luminescence, 1 h; Potency, µM (top dose mostly 115 µM), without a hit: at the top dose activation, most hits filed as activators; 0.075% of 410,000 active; also: potency is read from the fitted curve at half-maximal effect; nearly all actives have a fitted effect of over 55% in size; some results filed as inactive show a strong effect at the top dose; inactives centre near -15; many of its hits are not listed in these tables
Target sequence (Q03431 whole entry, looked up): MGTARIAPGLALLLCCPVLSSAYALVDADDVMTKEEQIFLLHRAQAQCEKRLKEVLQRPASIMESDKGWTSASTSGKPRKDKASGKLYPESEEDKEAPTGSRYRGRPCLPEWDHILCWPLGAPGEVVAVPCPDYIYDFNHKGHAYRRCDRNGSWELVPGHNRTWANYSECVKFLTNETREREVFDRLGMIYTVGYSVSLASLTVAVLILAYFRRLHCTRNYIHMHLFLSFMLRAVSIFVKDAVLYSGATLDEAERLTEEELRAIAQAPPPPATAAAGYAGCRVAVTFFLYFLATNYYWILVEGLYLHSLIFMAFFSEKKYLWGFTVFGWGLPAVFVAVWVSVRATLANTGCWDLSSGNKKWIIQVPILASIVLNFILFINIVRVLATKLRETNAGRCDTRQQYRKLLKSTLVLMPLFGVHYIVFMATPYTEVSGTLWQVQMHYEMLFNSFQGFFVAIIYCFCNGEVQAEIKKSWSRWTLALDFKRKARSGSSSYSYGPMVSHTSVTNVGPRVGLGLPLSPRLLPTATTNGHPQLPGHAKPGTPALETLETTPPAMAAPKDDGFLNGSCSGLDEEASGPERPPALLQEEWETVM
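HEK-293-derived GP2 cells expressing PTHR1 and a GloSensor cAMP reporter, 3,000/well, plated overnight, given luciferin plus IBMX (each 0.5 mM as added) for 1 h at 37 °C, then compound for 1 h at 37 °C. Luminescence was read after 15 min at room temperature.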
MmCpn inh: M. maripaludis TRiC chaperonin inhibition; purified Mm-Cpn ATPase, ADP Transcreener TR-FRET; Potency, µM (doses to about 76.9 µM), without a hit: top-dose activity, negative = inhibition, hits mostly inhibitors; 0.031% of 330,000 active; AID 504842; also: potency is read from the fitted curve at half-maximal effect; % is scaled to controls: 0 for no effect and ±100 for the full control effect; nearly all actives have a fitted effect of over 80% in size
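25 nM Mm-CPN + cpd, 10 min 37°C; + 10 uM ATP, 30 min 37°C; buffer 30 mM Tris pH 7.4, 100 mM KCl, 5 mM MgCl2, 1 mM DTT; Transcreener ADP HTRF detection 30 min RT.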
EPAC2 antag: blocks human EPAC2 exchange factor | EPAC2 GEF exchange of Rap1B-BODIPY-GDP, fluorescence | Potency, µM (highest dose often 114 µM), inactives show at the highest dose activity, negative = inhibition, actives largely listed as inhibitors | 0.18% of 360,000 active | AID 720708; also: potency is read from the fitted curve at half-maximal effect; % is scaled to controls: 0 for no effect and ±100 for the full control effect; nearly all actives have a fitted effect of over 45% in size; many of its hits are not listed in these tables
EPAC2 agonist: activates human EPAC2 exchange factor; Q8WZA2; Potency, µM (top dose mostly 154 µM), without a hit: top-dose activation, usual class: activators; 0.079% of 360,000 active; AID 720711; EPAC2 activation, biochemical qHTS; response scale: 100% = 6.5 mM cAMP response; also: potency is read from the fitted curve at half-maximal effect; nearly all actives have a fitted effect of over 50% in size
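qHTS, titration series. 100 nM EPAC2 / 250 nM Rap1B-BODIPY-GDP / 50 uM GDP; RT; ex 480/em 540 nm, 5-min reads to 30 min. Norm. to 6.5 mM cAMP = activation.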
* = called active by the depositor; i = inactive; ? = inconclusive; . = not tested or not shown; [ ] = another dose, or the depositor's remark. Unless noted, calls follow the shape of the dose curve; as a rule, active = well fitted curve in the direction sought with a large enough effect; inconclusive = small, poorly fitted or top-dose-only effect, or another doubt; inactive = no such curve, though single readings can be large; an effect the other way counts as inactive or inconclusive. This is a subset (hit frequency here may not be typical).

SMILES	CCT modulator	D3 antag	pAkt inh	D3 ag	PTHR1 ag	MmCpn inh	EPAC2 antag	EPAC2 agonist
Cc1csc(SCC(=O)Nc2c(C)n(C)n(-c3ccccc3)c2=O)n1	0.3	?	i	0	i	0%	12%	-1%
CC1Sc2ccc(S(=O)(=O)N3CCC(C(=O)N(C)Cc4ccccc4)CC3)cc2NC1=O (stereo not given)	-11	7	i	1	-36%[inhibitor]	1%	-22%	6%
Cc1ccc(C(C)C)cc1OCC(=O)N/N=C/c1ccc2c(c1)OCCO2	-2.1	14	i	48*	-37%[inhibitor]	3%	-8%	2%
O=C(O)C1(c2ccccc2)CCN(S(=O)(=O)c2cccs2)CC1	-3.0	0	i	-5	-11%	0%	1%	13%
COc1ccc(NC(=O)c2cccc(S(=O)(=O)N3CCc4ccccc43)c2)c(OC)c1	1.8	-2	i	-2	-19%	.	0%	-3%
COc1cc2ncnc(NCc3ccc(C)o3)c2cc1OC	-2.9	-22	i	-16	?	-1%	-6%	6%
Cc1ccc(C23CC4CC(CC(NC(=O)NCCN(C)C)(C4)C2)C3)cc1	3.6	?	i	3	i	0%	1%	0%
CCOC(=O)Cn1c(=O)c(-c2ccccc2NC)nc2ccccc21	-3.9	?	i	1	i	-1%	-4%	-5%
COC(=O)c1cccc(Cn2c(Cl)c(/C=N/NC(=O)c3ccco3)sc2=O)c1	1.6	-10	i	-1	-10%	4%	4%	-6%
O=C(NC(c1ccccc1)C(Cl)Cl)c1ccccc1 (stereo not given)	-2.8	-3	i	1	5%	1%	10%	4%
Cn1nnnc1SCC1=C(C(=O)O)N2C(=O)C(NC(=O)Cn3nc(C(F)F)cc3C3CC3)C2SC1 (stereo not given)	-3.4	3	i	4	-6%	-1%	6%	8%
CC(=O)Nc1ccc(S(=O)(=O)NCCc2ccc3c(c2)OCCO3)cc1	-0.9	9	i	0	i	.	26%	9%
COc1ccc(C)cc1NC(=S)N1CCN(S(C)(=O)=O)CC1	0.5	4	i	1	i	0%	8%	13%
O=S1(=O)N=C(Nc2nc3c(s2)CCCC3)c2ccccc21	0.2	-5	i	-5	-12%	-2%	-1%	3%
O=C(NC(=S)Nc1ccc(CN2CCOCC2)cc1)c1ccc([N+](=O)[O-])cc1	-2.1	-50*	i	-7	-44%[inhibitor]	-1%	-4%	3%
CN(C)S(=O)(=O)c1ccc(C(=O)OCC(=O)NC(=O)NC2CCCC2)cc1	0.8	5	i	0	-6%	0%	-4%	3%
COC(=O)c1ccc(/C=N/NC(=O)C(=O)NCC2CCCO2)cc1 (stereo not given)	1.7	-4	i	-5	i	-1%	2%	3%
O=C(NC1CCCCC1)C1(S(=O)(=O)c2ccc(Cl)cc2)CC1	-2.2	1	i	6	i	1%	1%	9%
CN(C)S(=O)(=O)c1ccc2c(c1)c(=O)c(C(=O)N1CCN(c3ccccn3)CC1)cn2C	1.4	-29	i	-8	-21%	2%	2%	5%
CCOC(=O)c1c(NC(=O)COC(=O)CCS(=O)(=O)c2ccc(C)cc2)sc(C)c1C	-2.9	-4	i	8	i	0%	-6%	12%
O=C(Nc1nccs1)c1ccc(S(=O)(=O)NCc2cccs2)cc1	1.1	-11	i	0	i	2%	5%	1%
COc1ccc(NC(=O)CSc2nnc(CCC(=O)Nc3ccc(C)c(Cl)c3)n2C)cc1	-0.6	-24	i	-5	i	1%	7%	-14%
CCOC(=O)c1c(-c2ccc(C)cc2)csc1NC(=O)c1cccc(N2C(=O)CCC2=O)c1	-1.6	7	i	5	-1%	-17%	4%	-13%
C=CCn1c(-c2cccnc2Cl)nc2cc(Cl)c(Cl)cc21	-2.0	-17	i	2	i	-2%	-2%	4%
O=C(O)CC1=C(O)C(=O)N(c2ccccc2)C1c1ccc(Br)cc1 (stereo not given)	-4.0	13	i	2	-29%[57.5 µM]	1%	14%	0%
COc1cccc(/C=C2/SC(=O)N(C)C2=O)c1OCc1ccc(C(=O)O)cc1	-2.4	-13	i	-11	i	0%	-3%	0%
CCCC(=O)N(Cc1cccnc1)c1nc2c(OC)ccc(Cl)c2s1	-2.6	-12	i	-2	?	3%	4%	12%
COC(=O)C1=C(C)N(CCC2=CCCCC2)C(=O)C1	-0.3	-2	i	1	i	1%	5%	-1%
CCCCN(CC)CCCNC(=O)c1csc2c1CCCCC2	-3.4	?	i	-8	i	-2%	-22%	5%
O=C(CSc1nc(=O)n(CCCN2CCOCC2)c2c1CCC2)Nc1ccc([N+](=O)[O-])cc1	-6.0	18	i	4	-5%	0%	-3%	-6%

Individual results from above:
O=C(NC1CCCCC1)C1(S(=O)(=O)c2ccc(Cl)cc2)CC1 | CCT modulator = -2.2
O=C(O)C1(c2ccccc2)CCN(S(=O)(=O)c2cccs2)CC1 | CCT modulator = -3.0
COc1cccc(/C=C2/SC(=O)N(C)C2=O)c1OCc1ccc(C(=O)O)cc1 | EPAC2 antag = -3%
COc1ccc(C)cc1NC(=S)N1CCN(S(C)(=O)=O)CC1 | CCT modulator = 0.5
Cn1nnnc1SCC1=C(C(=O)O)N2C(=O)C(NC(=O)Cn3nc(C(F)F)cc3C3CC3)C2SC1 (stereo not given) | MmCpn inh = -1%

Additional records follow.
SMILES	CCT modulator	D3 antag	pAkt inh	D3 ag	PTHR1 ag	MmCpn inh	EPAC2 antag	EPAC2 agonist
CC(C(=O)Nc1ccc(F)c(F)c1)N1CCN(C)CC1 (stereo not given)	-4.1	-30	i	-20	-2%	-4%	21%	15%
CC1CCC(C(C)C)C(OC(=O)Cn2nnc3c(cnn3-c3ccccc3)c2=O)C1 (stereo not given)	-0.1	0	i	-7	i	-25%	-11%	-14%
CC1CC(C)CN(CCCNC(=O)CN2C(=O)CSc3ccc(S(=O)(=O)N4CCCCC4)cc32)C1 (stereo not given)	-3.9	-6	i	-9	-8%	3%	12%	10%
Cc1nnc(NC(=O)CSc2ccccn2)s1	1.2	?	i	-4	i	3%	11%	4%
Cc1cc(C)cc(NC(=S)N(CCCN2CCN(C)CC2)Cc2cccs2)c1	-1.3	5	i	-9	i	-1%	0%	0%
COc1ccccc1NS(=O)(=O)c1cc(NC(=O)c2cccnc2)ccc1N1CCCCC1	0.7	5	i	2	-17%	0%	-14%	4%
Cc1ccc(SCCC(=O)Nc2ccc(OCc3ccccc3)cc2)cc1	-2.5	0	i	4	-39%	-1%	-1%	-2%
CN1CCCN(C(=O)c2ccc(Cl)s2)CC1	-0.9	12	i	-16	i	-1%	7%	-4%
CCc1c(C)sc(NC(=S)Nc2nc(C)cc(C)n2)c1C(=O)OC	1.2	5	i	23	-6%	-5%	-18%	-1%
COC(=O)C1=C(C)N(Cc2ccccc2)C(=NCCc2c[nH]c3ccccc23)N[C@H]1c1cccc(F)c1	-0.1	-1	i	-21	-11%	0%	-10%	2%
Cc1nnc(SCC(=O)NC23CC4CC(CC(C4)C2)C3)n(N)c1=O	-42*	-3	i	2	-10%	0%	1%	-2%
CN(CC(=O)Nc1ccc(Cl)c(C(F)(F)F)c1)C(=O)/C=C/c1cccs1	-1.1	-20	i	-1	-22%	0%	-3%	-1%
CCOc1ccccc1-c1nnc(CS(=O)(=O)c2ccccc2)o1	1.5	-13	i	-4	-8%	2%	-15%	4%
COC(=O)[C@H](Cc1ccccc1)NC(=O)NCc1cccs1	-2.2	-18	-94%*	7	-9%[57.5 µM]	0%	12%	12%
Cc1ccc(NC(=O)CS(=O)CC(=O)Nc2ccc(N3CCOCC3)cc2)cc1Cl (stereo not given)	-2.8	-16	i	-3	i	0%	-2%	-4%

Profiles, quoted from the list. Screens in order: CCT modulator, D3 antag, pAkt inh, D3 ag, PTHR1 ag, MmCpn inh, EPAC2 antag, EPAC2 agonist
Shown for Cc1cc(C)cc(NC(=S)N(CCCN2CCN(C)CC2)Cc2cccs2)c1 : -1.3, 5, i, -9, i, -1%, 0%, 0%
Shown for CCc1c(C)sc(NC(=S)Nc2nc(C)cc(C)n2)c1C(=O)OC : 1.2, 5, i, 23, -6%, -5%, -18%, -1%
Shown for Cc1ccc(SCCC(=O)Nc2ccc(OCc3ccccc3)cc2)cc1 : -2.5, 0, i, 4, -39%, -1%, -1%, -2%
Shown for CCOc1ccccc1-c1nnc(CS(=O)(=O)c2ccccc2)o1 : 1.5, -13, i, -4, -8%, 2%, -15%, 4%

Following part:
SMILES	CCT modulator	D3 antag	pAkt inh	D3 ag	PTHR1 ag	MmCpn inh	EPAC2 antag	EPAC2 agonist
CC(OC(=O)c1cccc([N+](=O)[O-])c1)C(=O)NCc1ccc2c(c1)OCO2 (stereo not given)	-2.1	-13	i	5	i	0%	-9%	10%
Cc1nc(CC(=O)c2ccc(O)cc2O)cs1	-1.5	-19	i	2	i	1%	6%	-2%
Cc1nn(CC(=O)NCc2cccnc2)c(=O)c2ccccc12	-1.8	0	i	-6	i	0%	-1%	6%
C#CCOCCOCCOCCNc1nc(N2CCN(C(=O)CCCCCCCCCCNC(=O)[C@@H](CCC(=O)O)n3cc(CCCCCN)nn3)CC2)nc(N2CCN(C(=O)CCCCCCCCCCNC(=O)[C@H](CO)n3cc(CCCSC)nn3)CC2)n1	-1.6	32	i	5	?	-4%	12%	-2%
COc1ccc(CCN2C(=NC(=O)CC(C)C)SC3CS(=O)(=O)CC32)cc1 (stereo not given)	-0.3	12	i	20	i	0%	-1%	3%
O=C(Nc1ccccc1C(=O)OC1CCOC1=O)c1ccco1 (stereo not given)	2.3	8	i	3	i	1%	-5%	-4%
CCCOC(=O)CCc1n[nH]c(=O)[nH]c1=O	1.6	-20	i	2	-4%	-2%	12%	-1%
CCOC(=O)[C@@H]1[C@H]2COc3ccccc3[C@H]2N2C(=O)N(c3ccc(Br)cc3)C(=O)[C@]12C	-1.4	-5	i	-6	i	-1%	-2%	16%
OC[C@@H]1CN(Cc2ccc(Cl)cc2)C[C@H](n2cnc3c(NCc4ccncc4)ncnc32)O1	0.9	17	.	6	i	.	-7%	-4%
O=C(Nc1nnc([C@@H]2C[C@H](O)[C@@H](CO)O2)s1)Nc1ccccc1Oc1ccccc1	-0.7	13	i	0	-1%	.	-3%	5%
